IMPase inh: membrane-permeable compound that blocks inositol monophosphatase; 120,000 tested, under 10 active; inhibition (IP1 accumulation), % at 46.1 µM; CHO-M1 cells, IP1 accumulation, HTRF TR-FRET ratio; active means well fitted curve in the direction sought with a large enough effect in the signal ratio, not every such curve was filed as active; inconclusive means small, poorly fitted or top-dose-only effect, or a change in a side signal; inactive means no such curve, though single readings can be large or run the other way; the % refers to the signal ratio;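 further: cells stimulated with carbachol in lithium chloride buffer; plate controls were DMSO basal wells for no effect and reference inhibitor wells for full effect; higher means more IMPase inhibition seen as more IP1 and lower FRET ratio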
Target sequence (P97697 whole entry, looked up): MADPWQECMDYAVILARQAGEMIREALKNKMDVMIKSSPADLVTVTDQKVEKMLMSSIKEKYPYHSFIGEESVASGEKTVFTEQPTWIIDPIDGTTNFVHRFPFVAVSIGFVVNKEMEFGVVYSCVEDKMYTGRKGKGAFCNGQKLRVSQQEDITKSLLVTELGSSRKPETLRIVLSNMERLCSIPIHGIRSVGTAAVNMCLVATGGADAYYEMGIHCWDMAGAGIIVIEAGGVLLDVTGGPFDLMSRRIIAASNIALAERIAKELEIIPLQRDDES
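CHO-M1 cells (CHO stably expressing M1 receptor), compound up to 46 uM final, stimulated with carbachol (50 uM as added) in buffer with 50mM LiCl, pH 7.4, 30 min at 37C. Cytosolic IP1 read by TR-FRET; AC50 from Hill fits.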
15-hLO-2 inh: blocks human 15-lipoxygenase 2 activity; purified 15hLO-2, xylenol orange hydroperoxide absorbance; Potency, µM (highest dose often 57.1 µM), inactives show top-dose activity change, negative = inhibition, actives largely listed as inhibitors; O15296; actives 0.56% (n = 110,000); further: potency means the concentration at half of the fitted maximal effect; nearly all actives have a fitted effect of over 60% in size; many of its hits are not listed in these tables
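Purified human 15hLO-2 (50 nM) preincubated 15 min with compound, then 45 uM arachidonic acid for 90 min at RT in 25 mM Hepes pH 7.5, 0.01% Triton X-100. Hydroperoxide detected by Fe-xylenol orange; 573/405 nm absorbance ratio.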
PNC inhibitor: blocks assembly of the perinucleolar compartment; actives 3.1% (n = 140,000); PC3M PTB-GFP, PNC prevalence imaging, 16 h; stronger effect = lower value; activity change (PNC), negative = inhibition, % at 10 µM;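 active means readout at or below -70, meaning at least 70% loss of cells showing the perinucleolar compartment, a nuclear body marking cancer cells; inconclusive means readout between -30 and a set limit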;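 further: plate controls were DMSO wells for no effect and camptothecin positive control wells for full effect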
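Compounds are pinned in duplicate onto adhered PC3M cells stably expressing GFP-tagged PTB and incubated 16 h at 37 C. Cells are then fixed, nuclei stained with Hoechst, and PNC-positive cells counted.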
12-hLO inh: blocks human 12-lipoxygenase activity | purified 12-hLO, xylenol orange hydroperoxide absorbance | actives 0.12% (n = 150,000) | P18054 | Potency, µM (doses to about 57.1 µM), inactives show at the highest dose activity change, negative = inhibition, actives largely listed as inhibitors; further: potency means the concentration at half of the fitted maximal effect; nearly all actives have a fitted effect of over 55% in size; many of its hits are not listed in these tables
Target sequence (P18054 whole entry, looked up): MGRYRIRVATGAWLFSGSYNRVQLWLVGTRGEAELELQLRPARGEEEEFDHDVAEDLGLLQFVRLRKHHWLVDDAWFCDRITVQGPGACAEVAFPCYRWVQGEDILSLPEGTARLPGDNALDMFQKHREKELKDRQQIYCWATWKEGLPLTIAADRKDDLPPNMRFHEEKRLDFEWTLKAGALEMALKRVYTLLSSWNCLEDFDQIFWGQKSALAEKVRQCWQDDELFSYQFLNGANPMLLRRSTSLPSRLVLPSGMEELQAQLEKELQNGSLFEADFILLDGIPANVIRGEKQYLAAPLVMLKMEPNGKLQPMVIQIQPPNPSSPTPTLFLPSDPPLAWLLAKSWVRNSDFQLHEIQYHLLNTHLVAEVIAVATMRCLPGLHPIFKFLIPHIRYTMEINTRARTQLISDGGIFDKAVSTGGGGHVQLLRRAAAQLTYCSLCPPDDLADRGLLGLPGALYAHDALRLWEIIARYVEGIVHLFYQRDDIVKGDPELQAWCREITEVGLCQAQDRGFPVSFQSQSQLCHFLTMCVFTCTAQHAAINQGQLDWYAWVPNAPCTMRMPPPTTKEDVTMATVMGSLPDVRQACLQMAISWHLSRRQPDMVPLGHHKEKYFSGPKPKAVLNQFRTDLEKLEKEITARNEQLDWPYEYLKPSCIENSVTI
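Hydroperoxide output read as Fe(III)-xylenol orange absorbance, 573-to-405 nm ratio, after 30 min reaction with 40 uM arachidonic acid. Enzyme: 150 nM purified human 12hLO, 15 min compound preincubation; 25 mM Hepes pH 7.0, room temperature.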
The depositor's hits bear a star; ? = inconclusive; / = not tested or not shown; & = joins results of further samples; [ ] = remark or other dose. Unless noted, the call rests on the fitted dose curve; in most records, active means well fitted curve in the direction sought with a large enough effect; inconclusive means small, poorly fitted or top-dose-only effect, or another doubt; inactive means no such curve, though single readings can be large; an effect the other way counts as inactive or inconclusive. Unless noted, on the % scale 0 is the no-effect control and ±100 the full control effect. The list is partial; the hit share may differ from the screen's.

Results follow in this order: IMPase inh, 15-hLO-2 inh, PNC inhibitor, 12-hLO inh
> CCOc1ccc(-n2nnc3c(=O)n(CC(=O)c4ccccc4)cnc32)cc1
    10, 0%, 19, -1%
> CC(C)C(NC(=O)c1ccccc1Cl)C(=O)OCc1nc2scc(-c3ccccc3Cl)c2c(=O)[nH]1 (centres undefined)
    /, /, 3, 1%
> C=C(C(=O)c1ccccc1)C(C)CC(=O)c1ccccc1 (centres undefined)
    6, /, -6, -4%
> O=C(CSCc1ccc(Cl)cc1)Nc1cccc(C(=O)Nc2ccccc2C(=O)O)c1
    3, -15%, ?, -2%
> CC1=[N+]([O-])C(N2CCOCC2)C(O)(c2ccccc2)C1 (centres undefined)
    -1, 4%, -10, -2%
> CCc1c(C)nc(N)n2c(SCC(=O)N3CCN(c4ccccc4OC)CC3)nnc12
    -3, -1%, 35, 6%
> Cc1ccc(CNC(=O)CCOc2ccc(C(C)(C)C)cc2)cc1
    2, 6%, -26, -4%
> COc1cc2c(cc1OC)CN(C(=O)CSc1nc(N)c(C#N)cc1C#N)CC2
    4, -8%, ?, -5%
> O=C(O)CN1C(=O)CSc2ccccc21
    -4, -4%, 32, 1%
> Cc1ccc(NS(=O)(=O)c2c(C)[nH]c(=O)[nH]c2=O)cc1C
    3, 1%, 12, -4%
> CCOc1nc(-c2ccc(C)cc2)ccc1-c1noc(COC)n1
    -2, 13%, ?, -12%
> COC(=O)C(Cc1cnc[nH]1)NC(=O)C1CCC(=O)N1 (centres undefined)
    2, -3%, -8, 0%
> COc1ccccc1OCC(=O)N(Cc1nc(-c2ccc(Cl)cc2)no1)C(C)C
    2, 7%, 1, -12%
> O=[N+]([O-])C1=CC=C2C(=NC3(CCCCC3)N2O)C1=NCCO
    35[activator], -22%, -22, -3%
> COc1cc(/C=C/C(=O)NC(C)CCc2ccccc2)cc(OC)c1OC (centres undefined)
    /, /, -3, -3%
> CC(C)NS(=O)(=O)c1ccc(OCC(=O)Nc2ccc3c(c2)OCCO3)cc1
    ?, -6%, -29, 1%
> CCCCNS(=O)(=O)c1ccc(S(=O)(=O)n2cnc3ccccc32)cc1
    -4, /, 9, -1%
> CC(C)Cn1c(N)c(S(=O)(=O)c2cccs2)c2nc3ccccc3nc21
    3, -21%, -2, -11%
> O=C(/C=C/c1ccc(Cl)cc1Cl)Nc1ccncc1
    /, /, -21, -1%
> Cc1ccc(C)c(C(C)NC(=O)C2C3CCC(O3)C2C(=O)O)c1 (centres undefined)
    -11, 4%, 15, 0%

An excerpt of these results, bar-delimited.
Molecule | IMPase inh | 15-hLO-2 inh | PNC inhibitor | 12-hLO inh
CC(C)C(NC(=O)c1ccccc1Cl)C(=O)OCc1nc2scc(-c3ccccc3Cl)c2c(=O)[nH]1 (centres undefined) | / | / | 3 | 1%
C=C(C(=O)c1ccccc1)C(C)CC(=O)c1ccccc1 (centres undefined) | 6 | / | -6 | -4%
O=C(CSCc1ccc(Cl)cc1)Nc1cccc(C(=O)Nc2ccccc2C(=O)O)c1 | 3 | -15% | ? | -2%
CC1=[N+]([O-])C(N2CCOCC2)C(O)(c2ccccc2)C1 (centres undefined) | -1 | 4% | -10 | -2%
CCc1c(C)nc(N)n2c(SCC(=O)N3CCN(c4ccccc4OC)CC3)nnc12 | -3 | -1% | 35 | 6%
Cc1ccc(CNC(=O)CCOc2ccc(C(C)(C)C)cc2)cc1 | 2 | 6% | -26 | -4%
COc1cc2c(cc1OC)CN(C(=O)CSc1nc(N)c(C#N)cc1C#N)CC2 | 4 | -8% | ? | -5%
O=C(O)CN1C(=O)CSc2ccccc21 | -4 | -4% | 32 | 1%
Cc1ccc(NS(=O)(=O)c2c(C)[nH]c(=O)[nH]c2=O)cc1C | 3 | 1% | 12 | -4%
CCOc1nc(-c2ccc(C)cc2)ccc1-c1noc(COC)n1 | -2 | 13% | ? | -12%
COC(=O)C(Cc1cnc[nH]1)NC(=O)C1CCC(=O)N1 (centres undefined) | 2 | -3% | -8 | 0%

The list continues:
Results follow in this order: IMPase inh, 15-hLO-2 inh, PNC inhibitor, 12-hLO inh
> Cc1onc(-c2ccccc2)c1C(=O)N1CCN(C/C=C/c2ccccc2)CC1
    1, 26%, 24, 4%
> O=S(=O)(c1ccc(OCC(O)CN2CCc3ccccc3C2)cc1)N1CCOCC1 (centres undefined)
    4, 13%[2.29 µM], 22, 0%
> CCOC(=O)c1oc2ccccc2c1NC(=O)c1cccc(OC)c1OC
    4, 5%, 30, -2%
> Cc1ccc(-c2cnc(N)n2C)cc1C
    ?, 30%, ?, -7%
> COc1ccc(N(CC(=O)NC2CCCC2)S(=O)(=O)c2c(C)[nH]c(=O)[nH]c2=O)cc1
    0, 7%, 13, 2%
> CC(=O)Nc1ccc(N=Nc2ccccc2)cc1
    /, /, -19, 1%
> COCCSc1ccccc1C(=O)NCc1ccc2c(c1)OCO2
    1, -30%, 26, -4%
> COc1ccc(-c2noc(CCCC(=O)NCCc3ccccc3)n2)cc1OC
    3, 9%, ?, -1%
> C=C(C)Cn1c(CCNC(=O)CC)nc2ccccc21
    ?, /, -1, -1%
> COc1cc(-c2nc3cnccn3c2Nc2ccccc2)ccc1O
    -12, /, 27, -9%
> COCCN(C(=S)Nc1ccc(OC)cc1)C(C)c1cccs1 (centres undefined)
    0, /, ?, -2%
> Cc1sc(NC(=O)CSc2nnc(COc3ccccc3)n2C)c(C#N)c1C
    -1, 5%, 6, -2%
> CC1=C(C)/C(=N\OC(=O)/C=C/c2ccccc2)C=CC1=O
    6, -2%, 30, 3%
> O=C(NCC1CCCO1)C(c1cccnc1)N(C(=O)Cc1cccs1)c1cccnc1 (centres undefined)
    4, -1%, -12, 7%
> COC(=O)c1ccc(NC(=O)c2ccccc2N(C)S(=O)(=O)c2ccccc2)cc1
    5, -4%, 3, -3%
> O=C(c1ccc(COc2ccc(Br)cc2)o1)N1N=C(C(F)F)CC1(O)C(F)F (centres undefined)
    /, /, ?, -1%
> Cc1ccc(CC(=O)N2CCN(c3cccc(C(F)(F)F)c3)CC2)cc1
    -15, 13%, ?, -5%
> COc1ccc2oc(C(F)(F)C(F)F)cc(=O)c2c1
    8, -5%, 6, -3%
> CCOc1ccc(NCC(=O)Nc2ccc(C)cc2C)cc1
    -1, -13%, 20, -16%
> Cc1ccc(NC(=O)C2(NC(=O)c3ccccn3)CCCCC2)cc1Br
    /, /, 25, -3%

(list continues)
Results follow in this order: IMPase inh, 15-hLO-2 inh, PNC inhibitor, 12-hLO inh
> Cc1cc(NC(=O)COC(=O)C2CCN(S(=O)(=O)c3cccc(Cl)c3Cl)CC2)no1
    5, 2%, 9, 4%
> CCOC(=O)c1cnc2ccccc2c1NCCc1ccc(OC)c(OC)c1
    11&9, 58%[activator], 96, -5%
> NC(=O)c1ccc(N2CCCCC2)c(N2C(=O)CCC2=O)c1
    1, 17%, -30, -8%
> COc1ccc(S(=O)(=O)N(CCCN2CCCC2=O)Cc2cc3c(C)ccc(C)c3[nH]c2=O)cc1
    10, 6%, 1, 2%
> CCOC(=O)Cc1csc(NC(=O)Nc2ccccc2)n1
    1, /, ?, -7%
> CCN(CC(=O)NC(C)C)C(=O)CCNC(=O)c1ccc(Cl)cc1
    0, 5%, 0, 0%
> CCOC(=O)Cc1csc(N/C(=N/S(=O)(=O)c2ccc(F)cc2F)c2ccccc2)n1
    1, /, -13, 4%
> CCOC(=O)CSc1nc(C)cc(C)c1C#N
    -4, -21%, 30, 4%
> FCCCOc1ccc(-c2nccc(-c3ccc(Cl)cc3)n2)cc1
    -2[1.84 µM], 5%[11.4 µM], ?, 1%
> Cc1nc2sc(C(c3cccs3)N3CCN(c4cccc(Cl)c4)CC3)c(O)n2n1 (centres undefined)
    -6, /, -6, 2%
> O=C(Nc1ccccc1O)c1ccc(Cl)cc1
    -8, -12%, 30, -1%
> CCN1C(=O)/C(=C2/SC(C)=C(C)N2CC)SC1=S
    -2, ?, ?, -6%
> O=C(/C=C/c1ccccc1)NC(=S)Nc1ccc(N2CCOCC2)cc1
    0, ?, ?, -17%
> NS(=O)(=O)c1ccc(CCNC(=O)NC2(C(F)(F)F)Oc3ccccc3O2)cc1
    3, /, -100*, -1%
> S=C(Nc1ccccc1Oc1ccccc1)Nc1cccc(Cl)c1Cl
    0, /, 42, -26%
> Cc1ccc(S(=O)(=O)N(CC(=O)NCc2ccco2)Cc2ccccc2F)cc1
    8, 2%, ?, -3%
> NS(=O)(=O)c1ccc(NC(=O)Nc2cccc3ccccc23)cc1
    /, -6%[11.4 µM], /, -2%[11.4 µM]
> O=[N+]([O-])c1ccccc1-c1cc(-c2cc(Cl)ccc2O)n[nH]1
    /, /, 51, -22%
> NC(=NCCc1c[nH]c2ccccc12)NS(=O)(=O)c1ccc2ccccc2c1
    /, /, -5, -19%
> Cc1ccc(-c2nn(-c3ccccc3)cc2CN(Cc2ccccc2)C(=O)CCC(=O)O)o1
    -4, -17%, ?, -24%

The list goes on.
Results follow in this order: IMPase inh, 15-hLO-2 inh, PNC inhibitor, 12-hLO inh
> CCN(CC)S(=O)(=O)c1ccc(NC(=O)C(OC)c2ccccc2)cc1 (centres undefined)
    16, -4%, ?, -9%
> O=C(Cc1ccccc1)Nc1ccccc1N1CCOCC1
    2, -10%, ?, 1%
> Cc1cccc(NC(=O)c2ccccc2NC(=O)C(C)(C)C)n1
    0, 13%, -28, -9%
> CN(C(=O)Nc1ccc(S(=O)(=O)N(C)C)cc1)C1CCCCC1
    -8, 3%, 34, 7%
> CC(=O)N1CCN(CC(O)COc2ccc(OCc3ccccc3)cc2)CC1 (centres undefined)
    -15, 11%, ?, 1%
> FC(F)(F)C1=CC(c2ccc(Cl)cc2)=NCCN1
    5, 13%, 7, 0%
> COCCCn1c2nc3ccccc3nc2c2c(=O)n(Cc3ccc(Cl)cc3)cnc21
    -2, -22%, -2, 0%
> Cc1c(NC(=O)CSc2nc(-c3ccco3)cc(C(F)(F)F)n2)c(=O)n(-c2ccccc2)n1C
    2, -3%, 8, -5%
> COc1ccccc1C(=O)N1CCN=C1c1ccccc1
    -1, -3%, 4, -4%
> COc1ccc(/C=N/Nc2c(Cl)cc(Cl)cc2Cl)cc1CN1CCOCC1
    /, /, -24, -4%
> Cc1nc(SCC(=O)c2c[nH]c3ccccc23)n[nH]1
    -2, -1%, 16, 3%
> COc1ccc(-c2csc3ncnc(Oc4cccc5ccc(C)nc45)c23)cc1
    7, /, 23, 0%
> COC(=O)c1ccc(CSc2nnc(-c3ccncc3)o2)o1
    6, -4%, -17, -1%
> CCCS(=O)(=O)N1CCC(C(=O)NCCCOCC)CC1
    -19, 7%, -22, -2%
> Cc1ccc2nc(C3CCN(CC(=O)Nc4ccc5c(c4)OCCO5)CC3)[nH]c2c1
    -7, 30%, -19, 1%
> Cc1c(N2CCCC2)cc2c(c1NC(=O)c1ccccc1Cl)C(C)(C)CC2(C)C
    /, -10%[11.4 µM], /, 1%[11.4 µM]
> CNc1nc2c3ccccc3n(C(C)=O)c2s1
    9, -12%, 11, -8%
> Cc1ccc2[nH]ccc(=O)c2c1
    /, /, ?, -2%

Compound activity as filed in PubChem BioAssay.
